# KOR beta-arrestin-1: KOR agonists, beta-arrestin recruitment, primary screen, cell-based, luminescence, uHTS (AID 1777); activation, % at 10 µM, or EC50 in µM where a hit was titrated; 280,000 tested, 0.02% active; KOR beta-arrestin recruitment, luminescence; higher % means a stronger effect; Kappa-type opioid receptor (Homo sapiens); in the data active means activation above about 50%, passing the limit was not always enough; further: a part of the inactive calls stands beside numbers as strong as those of hits
# GPR55 antagonists: GPR55 antagonists blocking LPI-driven arrestin recruitment, primary screen, imaging, U2OS, beta-arrestin-GFP, LPI agonist (AID 2013); 290,000 tested, 0.13% active; G-protein coupled receptor 55 (Homo sapiens); inhibition, % at 10 µM, or IC50 in µM where a hit was titrated; U2OS GPR55 beta-arrestin-GFP translocation imaging, LPI antagonism; higher % means a stronger effect;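 active means spots per cell inhibited over 60%, with over 100 cells counted and total cytoplasm intensity under 500,000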;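 further: U2OS cells stably carrying GPR55 and arrestin-GFP stimulated by 5 µM LPI near EC80; imaged beta-arrestin-GFP aggregate spots per cell after agonist stimulation; plate controls were LPI-stimulated DMSO wells for no effect and DMSO wells without LPI for full effect; some results filed as inactive read as strong as hits; confirmed hits need IC50 under 10 µM and bright autofluorescent wells are also inconclusive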
# HEK293 NOD2/NF-kB: NOD2 signaling inhibitors, cell-based, luminescence, uHTS, HEK293 (AID 1566) | HEK293 NOD2/NF-kB luciferase reporter, luminescence; higher % means a stronger effect | one-dose inhibition, % at 4 µM; EC50 in µM for titrated hits | 290,000 tested, 0.63% active; further: many of its hits are not listed in these tables
# HIV peptide binding: inhibitors of HIV fusion peptide binding, primary screen, biochemical, uHTS, fluorescence dequenching (AID 1986); cell-free peptide binding, fluorescence dequenching, 30 min; higher % means a stronger effect; inhibition, % at 20 µM, or IC50 in µM where a hit was titrated; 290,000 tested, 0.3% active; in the data active means inhibition mostly above about 52%, no sharp cut-off; inactive means mostly below about 76%; further: some results filed as inactive read as strong as hits
# NOD1 inhibition: NOD1 signaling inhibitors, primary screen, cell-based, luminescence, uHTS (AID 1578) | NOD1-driven NF-kB luciferase reporter cells, luminescence; higher % means a stronger effect | inhibition, % at 4 µM, or EC50 in µM where a hit was titrated | 290,000 tested, 1% active; in the data active means inhibition mostly above about 36%, no sharp cut-off; inactive means mostly below about 34%;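 further: HEK-293T reporter cells stimulated with the NOD1 agonist gamma-tri-DAP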
# MgcRacGAP inhibition: MgcRacGAP GTPase-activating activity inhibitors, confirmation, biochemical, ADP Hunter fluorescence; AID 624330, 2012; inhibition, % at 30 µM, or IC50 in µM where a hit was titrated; 340,000 tested, 0.6% active; MgcRacGAP-stimulated Rac1 GTP hydrolysis, ADP Hunter fluorescence; higher % means a stronger effect; GST-tagged Rac1 F28L mutant substrate; Rac GTPase-activating protein 1 (Homo sapiens);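 active means first-screen hits whose inhibition reached a set limit at any dose in the follow-up dose series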;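 further: fluorescence reports GDP produced by GAP-driven GTP hydrolysis; strong numbers were not always called active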
# GPR55 beta-arrestin: GPR55 agonists via beta-arrestin recruitment, primary screen, imaging, U2OS cells, beta-arrestin-GFP redistribution (AID 1961). G-protein coupled receptor 55 (Homo sapiens). U2OS GPR55 beta-arrestin-GFP redistribution imaging; higher % means a stronger effect. activation, % at 10 µM, or EC50 in µM where a hit was titrated. 290,000 tested, 0.048% active;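 active means activation above 40% with more than 50 cells counted in the well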;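 further: U2OS osteosarcoma cells stably expressing GPR55 and beta-arrestin-GFP; plate controls were DMSO negative control for no effect and LPI positive control for full effect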
# KOR beta-arrestin-2: KOR antagonists, beta-arrestin recruitment, cell-based, luminescence, uHTS (AID 1778); KOR beta-arrestin recruitment, luminescence, antagonist mode; higher % means a stronger effect; Kappa-type opioid receptor (Homo sapiens); 290,000 tested, 0.091% active; inhibition, % at 10 µM, or IC50 in µM where a hit was titrated; further: strong numbers were not always called active
# Large T inhibition: SV40 large T antigen inhibitors, biochemical (AID 1903) | SV40 large T antigen ATPase/helicase inhibition assay; higher % means a stronger effect | inhibition, % at 20 µM, or IC50 in µM where a hit was titrated | 310,000 tested, 0.39% active; in the data active means a potency from the dose series; further: strong numbers were not always called active
# Starred values were filed as active, the others as inactive; nt = not tested or not shown; [ ] = remark or other dose. Unless noted, no stated cut-off is given here; in the data, active means inhibition above about 50%; inactive means the rest.
KOR beta-arrestin-2,HEK293 NOD2/NF-kB,KOR beta-arrestin-1,MgcRacGAP inhibition,HIV peptide binding,GPR55 beta-arrestin,NOD1 inhibition,GPR55 antagonists,Large T inhibition,Compound
15%,3%,-1.7%,5%,-1.2%,-0.3%,-31%,8%,4%,CCOC(=O)C1(Cc2ccccc2C(F)(F)F)CCN(C2CCSC2)CC1 (stereo not drawn)
-3%,12%,-14%,0%,-1.0%,0.0%,0%,-1%,2%,CC(C)NC(=O)c1ccccc1N(Cc1ccccc1)S(C)(=O)=O
-29%,-17%,2.1%,2%,-1.0%,-0.1%,48%,2%,-9%,COc1ccc(Cl)cc1CN1C(=O)NC2(CCCCCC2)C1=O
-3%[20 µM],-2%,-3.6%,8%,-1.2%,0.2%,-27%,-11%,15%,Cc1ccc(OCCCN2CCOCC2)cc1
-14%,1%,4.2%,-2%,-0.4%,0.0%,11%,-7%,2%,COC(=O)CNC(=O)COC(=O)/C=C/c1ccccc1[N+](=O)[O-]
-40%,10%,-4.6%,7%,-3.0%,0.2%,1%,16%,18%,O=C(CCC(=O)N1CCN(c2ccccn2)CC1)Nc1nnc(C2CCCCC2)s1
-2%,17%,-0.6%,8%,0.8%,0.2%,18%,2%,-2%,Cc1ccc(NS(=O)(=O)c2cc3c4c(cccc4c2)C(=O)NC3=O)cc1
37%,-114%,-2.2%,21%,0.3%,0.5%,-16%,-9%,1%,Oc1[nH]c2ccccc2c1N=Nc1nc2ccccc2s1
37%,-171%,-4.4%,11%,-3.7%,-0.3%,105%*,26%,20%,CCN(CC)c1ccc(/C=N/Nc2nc3ccccc3[nH]2)cc1
-2%,22%,-4.7%,-8%,3.4%,0.4%,-21%,8%,7%,O=C(NNC(=O)c1ccc(Br)o1)c1ccc(NC(=O)c2ccccc2)cc1
-26%,25%,11%,1%,-1.1%,-0.2%,-4%,2%,5%,CC(C)(C)c1ccc(S(=O)(=O)N2CCC(O)(c3ccc(Cl)cc3)CC2)cc1
28%,4%,1.4%,4%,-2.0%,0.3%,-7%,-8%,6%,CC(NC(N)=O)C12CC3CC(CC(C3)C1)C2 (stereo not drawn)
-4%,0%,-1.6%,10%,-2.8%,-0.1%,-28%,-9%,-5%,O=c1[nH]c2ccccc2nc1Cc1ccc(Cl)cc1
8%,6%,2.3%,nt,-0.8%,-0.1%,1%,-3%,8%,Cc1nn(-c2ccccc2)c(NC(=O)c2cccs2)c(-c2ccccc2Cl)c1=O
-32%,4%,-1.2%,6%,0.1%,-0.2%,-2%,15%,18%,CCOc1ccc(C(=O)N2CCC3(CC2)NCCc2[nH]cnc23)cc1
-9%,-6%,9.1%,2%,0.1%,-0.2%,-22%,14%,20%,O=C(c1cc(F)ccc1F)C1CCCN(C(=O)CCc2cnccn2)C1 (stereo not drawn)
4%,-8%,-1.1%,5%,2.0%,-0.4%,-8%,2%,1%,O=C(Nc1ccccc1Cl)C1C2CCC3C(CCC21)C3(Cl)Cl (stereo not drawn)
1%,-1%,3.4%,10%,-1.3%,0.0%,34%,12%,6%,O=C(c1ccccc1Cl)N(Cc1ccc(Cl)c(Cl)c1)N1C(=O)CCCC1=O
13%,-19%,4.2%,9%,0.0%,-0.1%,-1%,-1%,6%,Cc1ccccc1OCCNc1ccc(C(F)(F)F)cc1[N+](=O)[O-]
-20%,14%,9.8%,20%,-0.4%,-0.2%,11%,4%,16%,CC(=O)c1sc2nsc(SCCN3CCCC3)c2c1N
21%,-14%,-1.1%,-7%,-2.5%,-0.2%,54%,12%,5%,CC(=O)C1=C(c2ccccc2)OC(N)=C(C#N)C1c1ccccc1C (stereo not drawn)
-20%,-128%,0.3%,15%,32%,-0.1%,0%,-1%,26%,CN(C)c1ccc(N=Nc2ccc(C(=O)O)cc2)cc1
7%,2%,4.7%,nt,-1.0%,-0.1%,2%,3%,1%,Cc1cc(C)n(-c2nc(NCCCN(C)C)c3c4c(sc3n2)CCCC4)n1
-1%,10%,0.5%,5%,8.1%,0.2%,-3%,0%,9%,Cc1ccc(C)c(NS(=O)(=O)c2cc(C(=O)NCc3ccco3)ccc2C)c1
-12%[20 µM],-12%,nt,-1%,0.9%,-0.1%,-22%,15%,2%,CCNc1c([N+](=O)[O-])c(=O)oc2ccccc12
19%,17%,-4.0%,-1%,0.2%,-0.4%,-4%,9%,11%,Cc1ccc(N(CC(=O)Nc2ccc(C)cn2)S(=O)(=O)c2c(C)nn(C)c2C)cc1
10%,10%,17%,8%,0.4%,0.2%,8%,-18%,3%,N/C(=N\OC(=O)Cc1ccccc1)c1cccnc1
-36%,8%,-3.0%,9%,-1.2%,-0.2%,-19%,2%,8%,CC(=O)Nc1c2c(nn1-c1ccc(F)cc1)CSC2
29%,10%,1.3%,nt,-1.9%,-0.4%,-5%,2%,19%,COc1ccc(S(=O)(=O)N(CC(=O)NCc2cccnc2)c2ccc(F)cc2)cc1OC
-5%,17%,-0.8%,4%,0.2%,0.3%,-31%,13%,-5%,NNC(=O)c1ccc(CN2C(=O)c3cccc4cccc2c34)cc1
6%,25%,-2.2%,12%,0.6%,0.4%,11%,-2%,1%,COc1ccc(/C(C)=N/NC(=O)CNC(=O)c2cccnc2)cc1
42%,20%,5.1%,3%,-0.6%,0.1%,-29%,2%,4%,Cc1cccc(NS(=O)(=O)c2ccc3nc(-c4ccccc4)[nH]c3c2)c1C
1%,13%,0.3%,15%,1.2%,0.0%,-20%,-4%,nt,COC(=O)c1ccc(C2/C(=C(/O)c3ccc(OC)cc3)C(=O)C(=O)N2Cc2ccco2)cc1 (stereo not drawn)
-70%[20 µM],-110%,1.2%,9%,12%,-0.3%,-73%,-9%,-2%,CCOc1ccc(-n2nc3cc(C)c(N)cc3n2)cc1
12%,16%,-1.0%,9%,-1.3%,0.2%,-20%,-3%,14%,COCCOC(=O)C1=C(N)Oc2c(oc(CO)cc2=O)C1c1ccccc1F (stereo not drawn)
-7%,14%,0.3%,8%,-0.3%,0.6%,-22%,7%,9%,C#CCOCCOCCOCCNc1nc(N2CCN(C(=O)[C@H]([C@@H](C)CC)n3cc(CCC(=O)O)nn3)CC2)nc(N2CCN(C(=O)[C@H](C)n3cc(CCCN=C(N)N)nn3)CC2)n1
-36%,-3%,-1.6%,9%,-0.3%,0.2%,-23%,0%,7%,CCN1C(=O)c2ccccc2S(=O)c2ccc(C(=O)NCc3ccc(OC)cc3)cc21 (stereo not drawn)
15%,7%,-2.2%,1%,-0.7%,-0.3%,-1%,3%,18%,O=C1CN(C(=O)c2cc([N+](=O)[O-])ccc2Cl)C(c2ccc(F)cc2)c2cc(F)ccc2N1 (stereo not drawn)
-2%,-2%,-3.4%,8%,4.4%,0.1%,-17%,-5%,25%,CCC(=O)N(Cc1ccco1)c1nc(-c2cc(OC)ccc2OC)cs1
8%,19%,-3.2%,4%,-1.3%,-0.1%,-15%,16%,3%,Cc1nn(-c2ccccc2)c(C)c1C(=O)OCC(N)=O
-22%,3%,-0.4%,5%,-2.6%,-0.1%,-7%,2%,19%,C[C@H](NC(=O)c1[nH]cnc1C(=O)Nc1ccc(CNC(=O)OC(C)(C)C)cc1)C(=O)OCc1ccccc1
-31%,4%,5.5%,2%,-0.3%,-0.1%,6%,-5%,0%,O=C(CSc1nnnn1-c1ccc(F)cc1)Nc1nc2ccccc2s1
-39%,3%,3.0%,-1%,0.3%,0.2%,-38%,5%,2%,COC(=O)COc1cccc2c(=O)n(CC(=O)NCCc3ccccc3)ccc12
20%,10%,-3.6%,6%,-0.5%,-0.2%,-21%,10%,-2%,CCS(=O)(=O)N1CCC(C(=O)Nc2cccc(C(C)=O)c2)CC1
2%,11%,-7.7%,11%,-1.9%,0.2%,-15%,18%,8%,CCOC(=O)C(Cc1ccccc1)NC(=O)CCc1nnc2ccc(N3CCCC3)nn12 (stereo not drawn)
-51%,8%,5.3%,5%,-1.3%,-0.1%,7%,13%,9%,O=C(NC1CCCCC1)C1CCCN(S(=O)(=O)c2cccs2)C1 (stereo not drawn)
14%,6%,-3.7%,-2%,1.8%,-0.4%,11%,-3%,0%,CCOC(=O)c1c(C)c(C(=O)Nc2ccc3c(c2)OCCO3)c(C)n1CC
5%,-1%,4.5%,16%,1.7%,-0.1%,-8%,1%,2%,COc1ccccc1-n1c(SCC(=O)Nc2cccc(C)c2)nc2c(c1=O)SCC2
5%,8%,0.6%,5%,-0.8%,0.0%,-9%,1%,3%,COc1ccc(Cc2c(O)nc[nH]c2=O)cc1
-15%,5%,3.3%,8%,0.5%,-0.3%,-14%,-1%,14%,c1n[nH]c(NCc2ccc3c(c2)OCO3)n1
-7%,4%,-3.7%,3%,4.3%,-0.2%,-2%,0%,8%,O=C(CSc1nc(O)cc(=O)[nH]1)N1CCOCC1
-28%,14%,-2.9%,9%,1.0%,-0.1%,nt,3%,3%,CCCCn1c(=NC(=O)c2cccnc2)c(C(=O)OCC)cc2c(=O)n3ccccc3nc21
9%,9%,0.5%,3%,-2.9%,-0.1%,-19%,-2%,22%,N#Cc1ccc(OCC(=O)N/N=C2\CCc3ccccc32)cc1
-14%,-17%,0.9%,nt,4.7%,-0.6%,-8%,8%,11%,Cc1nc(SCc2ccccc2F)c2cnn(-c3ccccc3)c2n1
-8%,12%,4.7%,2%,3.2%,-0.2%,-14%,14%,1%,CC(O)(CS(=O)(=O)Cc1ccccc1)C(=O)Nc1ccc(C(F)(F)F)cc1 (stereo not drawn)
-15%,15%,0.5%,3%,1.0%,0.3%,17%,-12%,5%,O=C(CSc1ccc(-c2ccccc2)nn1)NCc1ccco1
24%,0%,2.1%,nt,1.0%,-0.1%,-34%,2%,15%,Cc1nc2sc3c(c2c2nc(-c4ccco4)nn12)CCCC3
-9%,2%,-0.5%,4%,-0.7%,-0.2%,-31%,3%,14%,CSc1ncc(-c2ccccc2)cn1
-49%,-10%,2.4%,5%,1.2%,-0.1%,-5%,4%,4%,CCOc1ccc(NC(=S)N2CCC(NC(=O)c3ccco3)CC2)cc1

# NOD1 inhibition, hit marks shown above.
KOR beta-arrestin-2,HEK293 NOD2/NF-kB,KOR beta-arrestin-1,MgcRacGAP inhibition,HIV peptide binding,GPR55 beta-arrestin,NOD1 inhibition,GPR55 antagonists,Large T inhibition,Compound
37%,-171%,-4.4%,11%,-3.7%,-0.3%,105%*,26%,20%,CCN(CC)c1ccc(/C=N/Nc2nc3ccccc3[nH]2)cc1

# Screens (PubChem)

# These rows are one share of the data, so the mix of outcomes need not match the whole.
